Bioassay records: PubChem BioAssay, several laboratories
KOR beta-arrestin-1: KOR agonists, beta-arrestin recruitment, primary screen, cell-based, luminescence, uHTS (AID 1777). activation, % at 10 µM, or EC50 in µM where a hit was titrated. actives 0.02% (n = 280,000). KOR beta-arrestin recruitment, luminescence; higher % means a stronger effect; in the data active = activation above about 50%, passing the limit was not always enough; also: a part of the inactive calls stands beside numbers as strong as those of hits
ER stress rescue: protection against thapsigargin-triggered cell killing – 384-well, CSM14.1, ATP luminescence, primary screen (AID 1222); CSM14.1 thapsigargin-induced death rescue, ATP luminescence; higher % means a stronger effect; one-dose cellular ATP content (survival), % at 20 µM; EC50 in µM for titrated hits; 190,000 tested, under 10 active;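 active = EC50 below 50 µM in the dose-response confirmation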;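 also: death triggered by thapsigargin at about 15 µM added after 2 h compound pretreatment; cell ATP read after overnight thapsigargin exposure of roughly 18 to 22 hours; normalized against plate controls of thapsigargin alone and 5% DMSO vehicle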
TNAP activation fold: human TNAP enzyme activators, primary screen, biochemical, luminescent, no phosphate acceptor, uHTS (AID 1001). activation fold at 20 µM, or EC50 in µM where a hit was titrated. actives 0.03% (n = 200,000). purified TNAP, luminescent activation assay, no phosphate acceptor; higher activation fold means a stronger effect; in the data active = activation fold from about 3, or a potency from the dose series; inactive = the rest, 99 in 100 with activation fold below about 1.6; also: many of its hits are not listed in these tables
NOD1 inhibition: inhibition of NOD1-driven NF-kB reporter – cell-based, luminescence, uHTS, primary screen (AID 1578). actives 1% (n = 290,000). NOD1-driven NF-kB luciferase reporter cells, luminescence; higher % means a stronger effect. one-dose inhibition, % at 4 µM; EC50 in µM for titrated hits; in the data active = inhibition mostly above about 36%, no sharp cut-off; inactive = mostly below about 34%;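 also: HEK-293T reporter cells stimulated with the NOD1 agonist gamma-tri-DAP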
HEK293 NOD2/NF-kB: NOD2 signaling inhibitors, cell-based, luminescence, uHTS, HEK293 (AID 1566) | inhibition, % at 4 µM, or EC50 in µM where a hit was titrated | HEK293 NOD2/NF-kB luciferase reporter, luminescence; higher % means a stronger effect | actives 0.63% (n = 290,000); also: many of its hits are not listed in these tables
NTR1 agonist: NTR1-driven beta-arrestin-GFP spot formation – imaging, U2OS cells, high content, primary screen (AID 493036) | agonist mode | actives 0.17% (n = 330,000) | P30989 | activation, % at 20 µM;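 active = activation at or above 40% of the spot to cytoplasm intensity ratio, with at least 20 cells analyzed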;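 also: 0% = DMSO without peptide and 100% = 100 nM NTR1 peptide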
Target sequence (P30989 whole entry, looked up): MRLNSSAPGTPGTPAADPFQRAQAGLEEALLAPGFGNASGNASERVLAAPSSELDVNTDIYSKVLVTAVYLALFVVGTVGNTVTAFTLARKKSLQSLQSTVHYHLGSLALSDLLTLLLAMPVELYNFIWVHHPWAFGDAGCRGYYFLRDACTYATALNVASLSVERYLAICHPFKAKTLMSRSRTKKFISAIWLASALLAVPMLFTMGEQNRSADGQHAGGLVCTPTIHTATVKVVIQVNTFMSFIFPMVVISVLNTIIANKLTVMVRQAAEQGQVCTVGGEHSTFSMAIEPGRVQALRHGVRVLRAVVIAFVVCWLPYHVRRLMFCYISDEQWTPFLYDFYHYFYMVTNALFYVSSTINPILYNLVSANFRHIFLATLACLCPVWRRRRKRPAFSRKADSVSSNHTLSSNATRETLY
KOR beta-arrestin-2: KOR antagonists, beta-arrestin recruitment, cell-based, luminescence, uHTS (AID 1778); inhibition, % at 10 µM, or IC50 in µM where a hit was titrated; KOR beta-arrestin recruitment, luminescence, antagonist mode; higher % means a stronger effect; actives 0.091% (n = 290,000); also: strong numbers were not always called active
Yfh1-off respiration: mitochondrial function rescue without frataxin homolog – Friedreich's ataxia, plus single-dose screen, dose response (AID 1465) | actives 0.074% (n = 220,000) | S. cerevisiae Yfh1-off respiration, WST-1 reduction, 72 h; higher fold induction means a stronger effect | one-dose fold induction at 50 µM; EC50 in µM for titrated hits;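 active = fold induction of absorbance versus untreated yeast above a set limit, then at least 30% activation at any dose in follow-up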;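 also: activators that raise dye reduction in frataxin-depleted yeast; strong numbers were not always called active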
GPR55 activation: selective activators of receptor GPR55 – imaging, U2OS cells, beta-arrestin-GFP redistribution, primary screen (AID 1961). U2OS GPR55 beta-arrestin-GFP redistribution imaging; higher % means a stronger effect. actives 0.048% (n = 290,000). activation, % at 10 µM, or EC50 in µM where a hit was titrated;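 active = activation above 40% with more than 50 cells counted in the well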;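 also: U2OS osteosarcoma cells stably expressing GPR55 and beta-arrestin-GFP; plate controls were DMSO negative control for no effect and LPI positive control for full effect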
NTR1 agonist cell count 20 µM: second read-out of NTR1 agonist, no call of its own (marks repeat the call); cell count; measured here: cell count, cytotoxicity flag
Active calls of the source: *; i = inactive; x = no result given; [ ] = another dose, or the depositor's remark. Rule as the data show it, unless noted: active = inhibition above about 50%; inactive = the rest.

SMILES | KOR beta-arrestin-1 | ER stress rescue | TNAP activation fold | NOD1 inhibition | HEK293 NOD2/NF-kB | NTR1 agonist | NTR1 agonist cell count 20 µM | KOR beta-arrestin-2 | Yfh1-off respiration | GPR55 activation
CN1C2=C(C#N)C(c3ccccc3)(C(F)(F)F)NC(=O)N2c2ccccc21 (stereo not drawn) | -0.9% | -1.1% | 1.2 | 5% | -1% | 1.2 | 82 | -38% | i | 0.4%
Cc1ccc(NC(=O)CSc2nnc(-c3cnccn3)n2C)cc1C | 0.0% | x | x | -14% | 7% | -0.7 | 65 | 10% | x | -0.1%
Fc1ccc(CN2CCCCCCC2)c(F)c1 | -3.6% | -2.5% | 1.1 | -8% | 0% | -0.5 | 94 | 2% | i | 0.5%
COc1cc(SC)ccc1C(=O)Nc1ncc(Cl)cc1Cl | -5.3% | -0.9% | 1.2 | -52% | -24% | -0.4 | 83 | -12% | i | -0.4%
CCn1c(=O)cc(OCC(=O)NCCCN2CCN(c3cccc(Cl)c3)CC2)c2ccccc21 | 2.8% | 2.1% | 1.1 | -13% | -4% | 1.7 | 115 | -49% | i | -0.1%
Cc1noc(C)c1S(=O)(=O)Nc1ccc(C#N)cc1 | -2.9% | x | x | -33% | 2% | 0.7 | 69 | -2% | x | -0.2%
Cc1occc1C(=O)O/N=C(\N)c1ccccc1 | 2.6% | x | x | -9% | -94% | 0.0 | 50 | -4% | i | -0.3%
CCOC(=O)c1cc(-c2ccc(OC)cc2OC)nn1-c1ccc(C(=O)O)cc1 | 1.3% | 1.1% | 1.1 | -25% | -16% | -1.3 | 37 | -28% | i | -0.1%
COc1c(Cl)ccc(Cl)c1C(=O)NC(=S)N1CCOCC1 | -2.0% | 0.7% | 1.1 | -37% | 4% | 0.0 | 39 | 2% | i | -0.1%
Cc1ccc(N(C)C(=O)CCNC(=O)Cn2cnc3ccccc3c2=O)cc1C | 2.7% | x | x | 22% | 10% | 2.0 | 49 | 16% | x | 0.6%
COC(=O)c1sccc1NC(=S)N1CCCCC1C (stereo not drawn) | 2.1% | -1.6% | 1 | -11% | 0% | -1.0 | 88 | -4% | i | 0.3%
CC(C)(C)OC(=O)N1CCC(C(=O)N[C@H](C(=O)O)c2ccccc2)(c2ccccc2)CC1 | -6.7% | x | x | -1% | -19% | -0.7 | 83 | 25% | x | -0.1%
CCCn1c(NC(=O)C2COc3ccccc3O2)nc2ccccc21 (stereo not drawn) | -2.8% | -2.0% | 1.1 | 32% | -1% | 0.2 | 80 | 16% | i | 0.0%
Cc1ccccc1C(C(=O)NCc1ccccc1)N(Cc1ccco1)C(=O)c1ccccn1 (stereo not drawn) | 0.5% | 4.1% | 1.1 | 24% | 15% | -1.0 | 79 | 14% | i | 0.2%
CCc1nnc(NC(=O)Cc2ccc(OCc3c(C)noc3C)cc2)s1 | -6.8% | -1.0% | 1.1 | -19% | 20% | -1.3 | 96 | 4% | i | 0.0%
CN(Cc1ccccc1)C(=O)COC(=O)c1ccccc1Nc1ccccc1 | -4.2% | 10% | 1.1 | -10% | 2% | 0.7 | 81 | -6% | i | 0.6%
CCOC(=O)C(NC(=O)CC)(Nc1ccc(S(=O)(=O)Nc2cc(C)on2)cc1)C(F)(F)F (stereo not drawn) | -1.3% | -0.4% | 1.1 | -17% | 9% | -1.4 | 75 | 10% | i | 0.0%
COc1ccc(NC(=O)N2c3ccc(OC)cc3C(C)=CC2(C)C)cc1 | 0.7% | -0.4% | 1.1 | -30% | -14% | 3.0 | 73 | -20% | i | -0.2%
CN1c2ccccc2C(C)(C)C12C=Nc1c(ccc3ccccc13)O2 (stereo not drawn) | 0.8% | -1.0% | 1.1 | 3% | -56% | 3.5 | 62 | 30% | i | 0.0%
Cc1ccc(C2N(c3ccccc3)C(=S)N3CCCN23)cc1 (stereo not drawn) | -5.2% | 5.0% | 1.1 | 11% | 10% | 0.4 | 64 | -17% | i | -0.1%

An excerpt of these results, with tabs:
canonical_smiles	KOR beta-arrestin-1	ER stress rescue	TNAP activation fold	NOD1 inhibition	HEK293 NOD2/NF-kB	NTR1 agonist	NTR1 agonist cell count 20 µM	KOR beta-arrestin-2	Yfh1-off respiration	GPR55 activation
Cc1ccc(C2N(c3ccccc3)C(=S)N3CCCN23)cc1 (stereo not drawn)	-5.2%	5.0%	1.1	11%	10%	0.4	64	-17%	i	-0.1%
Cc1ccccc1C(C(=O)NCc1ccccc1)N(Cc1ccco1)C(=O)c1ccccn1 (stereo not drawn)	0.5%	4.1%	1.1	24%	15%	-1.0	79	14%	i	0.2%
COC(=O)c1sccc1NC(=S)N1CCCCC1C (stereo not drawn)	2.1%	-1.6%	1	-11%	0%	-1.0	88	-4%	i	0.3%

Other compounds:
SMILES | KOR beta-arrestin-1 | ER stress rescue | TNAP activation fold | NOD1 inhibition | HEK293 NOD2/NF-kB | NTR1 agonist | NTR1 agonist cell count 20 µM | KOR beta-arrestin-2 | Yfh1-off respiration | GPR55 activation
Cc1ccc(S(=O)(=O)N2CCC(C(=O)NNC(=O)c3ccncc3)CC2)cc1 | x | 1.5% | 1 | -26% | 11% | 0.5 | 45 | -3%[20 µM] | i | -0.1%
N#CC(C#N)=C1C=CC=CN1/C(=C\c1ccco1)C(=O)c1ccc(-c2ccccc2)cc1 | -6.1% | -0.2% | 1 | 25% | 7% | x | x | 16µM* | i | -0.1%
Cc1ccc(CN2CCNC(=O)C2CC(=O)O)o1 (stereo not drawn) | -2.2% | -1.0% | 1.1 | -17% | -1% | -2.7 | 70 | 6% | i | -0.1%
COC(=O)C1ON2OC(C(=O)OC)C(C(=O)OC)C2C1CC(C)=O (stereo not drawn) | 4.9% | -1.1% | 1.1 | 14% | 6% | -0.9 | 44 | -34% | i | -0.3%
COc1ccc(-c2c(C)nn3c(Cl)c(C)c(C)nc23)cc1 | -1.7% | x | x | 0% | 12% | 4.2 | 57 | -24%[20 µM] | x | 0.1%
CCCC(=O)N1CCN(c2nc3ccc(Cl)cc3s2)CC1 | 5.6% | x | x | -21% | 8% | 1.5 | 68 | -6% | x | -0.1%
O=[N+]([O-])CC(=Nc1ccc(F)cc1)N/N=C\c1oc(O)c2ccccc12 | -0.6% | x | x | 4% | 11% | 0.6 | 55 | -5% | i | 0.3%
Nc1c(C(=O)N2CCOCC2)sc2nc3c(cc12)CCC3 | x | -1.2% | 1 | -25% | -53% | -0.5 | 50 | 17%[20 µM] | i | -0.2%
Clc1ccccc1CSc1nnc(Cn2cnc3ccccc32)n1-c1ccccc1 | -7.1% | 0.3% | 1.1 | -6% | 6% | 2.2 | 71 | 0% | i | 0.0%
COc1cc2c(cc1NC(=O)C(C)OC(=O)c1ccc(S(=O)(=O)Nc3ccccc3Cl)cc1)oc1ccccc12 (stereo not drawn) | 1.2% | 1.6% | 1 | 21% | -3% | 0.6 | 75 | -53% | i | -0.2%
O=c1[nH]c2ccccc2nc1/C=C(\O)C1CC1 | 3.5% | -1.9% | 1.1 | -18% | 0% | 1.7 | 60 | -29% | i | -0.1%
CCOc1ccc(CCNC(=O)c2nnc(CS(=O)(=O)c3ccccc3)o2)cc1OCC | 2.6% | x | x | -13% | 10% | 0.6 | 49 | -50% | x | 0.4%
COc1ccc(/C=N/Nc2nc(N)cc(Cl)n2)cc1OC | x | -0.8% | 1.1 | -34% | -13% | 2.5 | 43 | -25%[20 µM] | i | 0.8%
CCCCNC(=O)CS(=O)Cc1nc(-c2cccc(C)c2)oc1C (stereo not drawn) | 2.6% | -0.6% | 1.2 | -6% | 10% | -2.0 | 92 | 9% | i | -0.1%
CCCNC(=O)CN(c1ccccc1)S(=O)(=O)c1ccc(OC)c(OC)c1 | 7.5% | -2.2% | 1.1 | 29% | 21% | -1.2 | 68 | -14% | i | 0.4%
O=C(NC(=S)N1CCc2ccccc21)c1ccc(Br)o1 | -6.7% | 4.7% | 1.1 | 5% | -82% | 3.9 | 56 | 34%[20 µM] | i | 0.2%
Cn1c(C(=O)OC(C(=O)NC2CCCCC2)c2ccccn2)cc2sccc21 (stereo not drawn) | -4.0% | -0.3% | 1.1 | -4% | 11% | 3.0 | 70 | 13% | i | 0.5%
O=C(CCCc1nc2ccccc2s1)NC1CCOC1=O (stereo not drawn) | 1.0% | x | 1.1 | -40% | -8% | -1.3 | 70 | -22% | i | 0.1%
O=C(C[C@H]1C(=O)N(CCc2ccccc2)C[C@@H]1Cc1ccccc1)Nc1ccccc1 | -1.8% | x | x | 2% | -12% | 3.4 | 99 | -28%[20 µM] | x | 0.2%
COc1ccc(S(=O)(=O)N/N=C(/C)c2cccc(NC(=O)c3ccccc3Cl)c2)cc1 | 0.5% | -1.4% | 1.1 | 9% | 13% | -0.6 | 67 | -6% | x | -0.1%
CN(C)CC#Cc1cncc(C(=O)NNC(=O)Nc2ccc(Cl)cc2)c1 | -1.9% | x | x | -12% | 12% | 0.6 | 39 | -11% | i | -0.2%
CCCN(CCC)C(=O)c1cc([N+](=O)[O-])cc2c1-c1ccc([N+](=O)[O-])cc1C2=C(C#N)C#N | 3.2% | x | x | -10% | 6% | 6.3 | 44 | 16% | i | 0.6%
COc1ccc(CCNC(=O)c2c(C)nn(-c3ccccc3)c2Cl)cc1OC | -1.6% | x | x | -6% | 2% | -1.1 | 47 | -12% | x | -0.1%
Cc1csc(C(=O)O)c1NC(=O)c1cccc([N+](=O)[O-])c1 | -0.9% | 0.3% | 1.1 | -16% | 4% | -0.3 | 35 | -46%[20 µM] | i | 0.2%
CN(C)C(=O)C1(c2ccccc2)CCN(S(=O)(=O)c2ccccc2)CC1 | -0.9% | -1.6% | 1.1 | -5% | 17% | 1.0 | 40 | 29% | i | 0.2%
NS(=O)(=O)c1ccc(CNS(=O)(=O)c2cc(C(=O)O)ccc2Cl)cc1 | 0.3% | -1.5% | 1 | -32% | 0% | -0.3 | 74 | -15%[20 µM] | i | -0.1%
Cc1ccc(-c2nnn(CC(=O)N(c3ccccc3F)C(C(=O)NC3CCCC3)c3ccco3)n2)o1 (stereo not drawn) | -0.2% | 0.8% | 1 | -15% | 14% | 1.7 | 79 | 16% | i | 0.2%
Cc1ccc(F)cc1NC(=O)N1CCNC(=O)C1CC(=O)Nc1cc(Cl)ccc1Cl (stereo not drawn) | 0.0% | x | x | -49% | -9% | 1.0 | 73 | -14% | x | 0.1%
COc1cccc(CC(=O)Nc2nc(-c3ccc(F)c(F)c3)cs2)c1 | -2.4% | x | x | -7% | 26% | 4.0 | 60 | -24% | x | -0.2%
CN(C)S(=O)(=O)c1ccc(S(=O)(=O)NC2CCOC(C)(C)C2)cc1 (stereo not drawn) | 0.0% | -0.8% | 1.1 | -18% | 21% | -0.5 | 58 | -10% | i | -0.5%
Cc1n[nH]c(C)c1S(=O)(=O)N1CCC(C(=O)O)CC1 | -3.4% | -1.9% | 0.5 | 22% | 11% | 0.1 | 49 | 10% | i | 0.0%
CC(C)c1ccc(S(=O)(=O)NCc2ccc3c(c2)OCO3)cc1 | 2.6% | x | x | 22% | 5% | 1.3 | 67 | -44%[20 µM] | x | 0.1%

These rows are one share of the data; the hit share may differ from the screen's.
